Screens: PubChem BioAssay, National Center for Advancing Translational Sciences (NCATS)
GRP78 ERSR act = inducers of ER stress response in human glioma cells; U87-MG GRP78 promoter luciferase reporter, 16 h; Potency, µM, inactives show at the top dose activation, most hits filed as activators; actives 0.02% (n = 420,000); AID 602332; further: potency means the concentration at half of the fitted maximal effect; series mostly up to about 76 µM; % of control where 0% means no effect; nearly all actives have a fitted effect of over 35% in size
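Stably transfected U87-MG human glioma cells carrying a GRP78-based luminescent sensor were seeded at 1000 cells/well, pin-dosed with compounds and incubated 16 h. Luciferase reagent was then added, and end-point luminescence was read after 10 min at room temperature.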
D1 agonist = agonists of human D1 dopamine receptor; AID 504660; HEK293 T-REx D1 cells, calcium flux, agonist mode; P21728; activation, % at 2 µM; actives 1% (n = 360,000); in the data active means activation above about 30%; further: 0% is about no effect
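Inducible HEK293 T-REx D1 cells, force-coupled to calcium signalling, were plated at 4000 cells/well with tetracycline and held overnight at 30 C. After no-wash calcium dye loading, compound-evoked calcium rise over 180 s flagged agonists.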
Vif-APOBEC3G blk = blocks the Vif interaction with human APOBEC3G. Q9HC16. HeLa A3G-eYFP + Vif (tagged APOBEC3G with the HIV-1 protein that degrades it), YFP fluorescence, overnight. Potency, µM (series often up to 46.1 µM), without a hit: at the highest dose activity, negative = active, most hits filed as inhibitors. actives 0.076% (n = 410,000);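 further: potency means the concentration at half of the fitted maximal effect; on the % scale 0 is the no-effect control and ±100 the full control effect; nearly all actives have a fitted effect of over 60% in size; hits raise eYFP signal because A3G escapes Vif-driven loss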
Target sequence (Q9HC16 whole entry, looked up): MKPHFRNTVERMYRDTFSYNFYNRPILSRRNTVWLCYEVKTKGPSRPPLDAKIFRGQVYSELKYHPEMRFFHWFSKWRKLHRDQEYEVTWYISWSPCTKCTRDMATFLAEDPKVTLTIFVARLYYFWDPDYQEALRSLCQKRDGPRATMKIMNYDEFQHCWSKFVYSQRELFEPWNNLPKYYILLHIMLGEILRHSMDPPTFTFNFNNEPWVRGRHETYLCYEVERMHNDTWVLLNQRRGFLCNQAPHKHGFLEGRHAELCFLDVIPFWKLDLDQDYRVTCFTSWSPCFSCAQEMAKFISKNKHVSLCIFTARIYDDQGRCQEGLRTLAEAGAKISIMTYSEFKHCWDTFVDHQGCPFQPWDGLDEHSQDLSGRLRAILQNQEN
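HeLa cells stably expressing Vif and C-terminally eYFP-tagged A3G, seeded overnight at 37 deg C, then exposed to compound by pintool overnight at 37 deg C. Rise in yellow fluorescence (Ex 488/Em 500-530, Acumen) marks blocked Vif-driven A3G degradation.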
Vif-APOBEC3F blk = Vif-A3F binding inhibition; HeLa A3F-eYFP + Vif (tagged APOBEC3F with the HIV-1 protein that degrades it), YFP fluorescence increase; Potency, µM (top dose mostly 46.1 µM), inactives show top-dose activity, negative = active; actives 0.2% (n = 390,000); AID 602313; further: potency means the concentration at half of the fitted maximal effect; % of control where 0% means no effect; nearly all actives have a fitted effect of over 65% in size
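HeLa cells stably expressing Vif plus C-terminally eYFP-tagged A3F were seeded, incubated overnight at 37 deg C, dosed with compound, incubated overnight again at 37 deg C. Yellow fluorescence (Ex 488/Em 500-530) reported blocked Vif-mediated A3F-eYFP degradation.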
RXFP1 agonist = RXFP1 (human) receptor agonism. Potency, µM (top dose mostly 57.5 µM), for the others: at the highest dose activation, most hits filed as activators. actives 0.3% (n = 370,000). HEK293T-RXFP1 cAMP TR-FRET, 30 min; response scale: percent of porcine relaxin response, buffer zero. AID 2676; further: potency means the concentration at half of the fitted maximal effect; on the % scale 0 is the no-effect control and ±100 the full control effect; nearly all actives have a fitted effect of over 60% in size; many of its hits are not listed in these tables
Target sequence (Q9HBX9 whole entry, looked up): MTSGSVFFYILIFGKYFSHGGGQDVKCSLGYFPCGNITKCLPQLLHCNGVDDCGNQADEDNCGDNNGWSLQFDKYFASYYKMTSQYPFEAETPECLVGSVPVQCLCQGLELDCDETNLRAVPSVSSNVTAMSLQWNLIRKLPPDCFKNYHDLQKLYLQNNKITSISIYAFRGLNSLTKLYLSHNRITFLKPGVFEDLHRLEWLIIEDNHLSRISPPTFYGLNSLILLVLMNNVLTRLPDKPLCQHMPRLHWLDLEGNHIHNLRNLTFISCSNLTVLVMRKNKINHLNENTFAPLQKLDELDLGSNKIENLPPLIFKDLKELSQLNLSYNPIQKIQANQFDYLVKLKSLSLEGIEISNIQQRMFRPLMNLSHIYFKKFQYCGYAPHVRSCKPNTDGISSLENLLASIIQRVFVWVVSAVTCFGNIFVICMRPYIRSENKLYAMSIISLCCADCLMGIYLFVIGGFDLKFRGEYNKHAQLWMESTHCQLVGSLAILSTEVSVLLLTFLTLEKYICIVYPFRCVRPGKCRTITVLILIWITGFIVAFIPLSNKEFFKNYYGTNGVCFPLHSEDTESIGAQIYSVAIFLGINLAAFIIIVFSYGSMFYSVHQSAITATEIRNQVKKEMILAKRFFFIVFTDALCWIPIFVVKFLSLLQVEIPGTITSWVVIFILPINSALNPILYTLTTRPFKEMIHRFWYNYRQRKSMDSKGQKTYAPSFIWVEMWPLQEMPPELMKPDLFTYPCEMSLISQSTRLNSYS
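cAMP rise read by TR-FRET after 30 min, 37C compound exposure (up to 58 uM) in RXFP1-transfected HEK293 cells with Ro 20174 present. EC50 from Hill-equation fits, with 29 nM porcine relaxin as 100% and buffer as basal.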
D2 potentiator = positively modulates the human D2 dopamine receptor allosterically | P14416 | HEK293 T-REx D2, calcium flux, EC20 dopamine potentiation | potentiation, % at 10 µM | actives 0.34% (n = 340,000) | AID 485347;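 active means potentiation over 3 SD above the plate norm, cut at about 30% in these data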; further: 0% is about no effect
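Potentiation of an EC20 dopamine calcium response measured kinetically over 180 s, after a preceding 180 s compound-only read flagging agonists. Cells: inducible Hek293 Trex D2 line, 4000/well, cultured overnight at 30 C before dye loading.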
D1 potentiator = human D1 dopamine receptor positive modulation; HEK293 TREx D1 cells, calcium flux, dopamine EC20 potentiation; potentiation, % at 10 µM; actives 0.036% (n = 360,000); in the data active means potentiation above about 30%; further: 0% is about no effect
D1 antagonist = blocks dopamine activation of the human D1 receptor. actives 3.2% (n = 360,000). P21728. AID 504652. HEK293 TREx D1 cells, calcium flux, dopamine EC80; active compounds read low. activity change, negative = inhibition, % at 10 µM; in the data active means activity change below about -30%; further: on the % scale 0 is the no-effect control and ±100 the full control effect
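After overnight tetracycline induction at 30 C, force-coupled D1 HEK293 cells took up a no-wash calcium dye at room temperature. Compounds were added and monitored 180 s, and the response to EC80 dopamine was then recorded.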
RXFP1 antagonist = blocks the human relaxin receptor RXFP1. Q9HBX9. HEK293-RXFP1, relaxin-stimulated cAMP HTRF, 30 min; active compounds read low. activity change, negative = inhibition, % at 57.5 µM. actives 0.59% (n = 350,000). AID 1259400;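 active means activity change of -60% or lower, but not beyond a set lower limit; inconclusive means change between -60% and -40%, or beyond the set limit; inactive means change above -40%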; further: on the % scale 0 is the no-effect control and ±100 the full control effect
Starred values were filed as active, the others as inactive; ? = inconclusive; nt = no result given. Unless noted, the call rests on the fitted dose curve; in most records, active means well fitted curve in the direction sought with a large enough effect; inconclusive means small, poorly fitted or top-dose-only effect, or another doubt; inactive means no such curve, though single readings can be large; an effect the other way counts as inactive or inconclusive.

SMILES	GRP78 ERSR act	D1 agonist	Vif-APOBEC3G blk	Vif-APOBEC3F blk	RXFP1 agonist	D2 potentiator	D1 potentiator	D1 antagonist	RXFP1 antagonist
Cc1ccc(-n2ncc3c(=O)n(CC(=O)NC4CCCCC4)cnc32)cc1C	11.5%	3.4	-0.2%	-9.4%	18.6%	0.2	-2.9	19.8	3.4
O=C(NCCNCc1ccc(F)cc1)c1ccco1	-7.0%	4.7	1.6%	4.9%	0.1%	-14.0	2.4	6.1	-2.8
c1ccc2c(N3CCCCC3)nnc(N3CCCCC3)c2c1	nt	2.8	nt	nt	1.1%	5.9	-1.2	nt	nt
COc1cc(-c2cc(-c3ccccc3)nc(SCC(=O)Nc3nccs3)c2C#N)cc(OC)c1OC	3.3%	11.9	-22.6%	nt	25.3%	11.0	-6.2	-17.2	3.3
Cc1cc(NC(=O)c2ccccc2-c2ccccc2)ccc1Br	-1.8%	2.1	1.3%	11.4%	0.5%	3.6	-0.2	-11.4	-29.1
Cc1cc(-c2nc3ccccc3s2)ccc1NC(=O)c1cc(Cl)ccc1Cl	1.2%	-0.6	-8.6%	-2.2%	2.6%	-11.4	-2.5	12.4	-10.5
Cc1ccc(Cl)cc1NC(=O)CCC(=O)Nc1cc(Cl)ccc1C	-0.5%	0.4	-0.3%	2.2%	-0.8%	nt	-2.5	1.4	13.4
O=Cc1ccc(OCc2cccc(C(F)(F)F)c2)cc1O	3.1%	4.6	1.9%	7.6%	-0.6%	-9.4	-2.8	-20.4	?
Cc1ccc(S(=O)(=O)N(C)Cc2cc3cc(C)ccc3[nH]c2=O)cc1	2.8%	0.4	0.8%	-18.7%	?	-18.7	7.3	-7.4	-21.9
O=C(CCNC(=O)C1CCN(S(=O)(=O)c2ccc(F)cc2)CC1)NCc1ccc(F)cc1	7.6%	0.2	3.7%	5.9%	0.5%	3.6	-4.5	-4.6	?
CN(C(=O)COC(=O)c1ccc(F)c(S(=O)(=O)N2CCOCC2)c1)C1CCS(=O)(=O)C1 (stereo not given)	-4.1%	2.9	0.7%	7.3%	2.0%	-11.9	2.0	-0.7	-0.2
CCOC(=O)c1cnn(-c2ccccc2)c1NC(=O)c1ccccc1	-3.5%	1.7	3.2%	-0.1%	-0.7%	5.4	-3.8	17.4	2.0

Full records, quoted from the list:
Record of `c1ccc2c(N3CCCCC3)nnc(N3CCCCC3)c2c1` = GRP78 ERSR act = nt; D1 agonist = 2.8; Vif-APOBEC3G blk = nt; Vif-APOBEC3F blk = nt; RXFP1 agonist = 1.1%; D2 potentiator = 5.9; D1 potentiator = -1.2; D1 antagonist = nt; RXFP1 antagonist = nt
Record of `Cc1ccc(Cl)cc1NC(=O)CCC(=O)Nc1cc(Cl)ccc1C` = GRP78 ERSR act = -0.5%; D1 agonist = 0.4; Vif-APOBEC3G blk = -0.3%; Vif-APOBEC3F blk = 2.2%; RXFP1 agonist = -0.8%; D2 potentiator = nt; D1 potentiator = -2.5; D1 antagonist = 1.4; RXFP1 antagonist = 13.4

Other results
SMILES	GRP78 ERSR act	D1 agonist	Vif-APOBEC3G blk	Vif-APOBEC3F blk	RXFP1 agonist	D2 potentiator	D1 potentiator	D1 antagonist	RXFP1 antagonist
c1ccc(C[C@H]2CNCCN2CC2CCCCC2)cc1	-2.1%	14.2	0.3%	0.7%	-0.4%	8.5	-3.6	2.6	nt
COc1ccc(NS(=O)(=O)c2ccc3c(c2)CCCN3C(C)=O)cc1	2.6%	7.7	1.6%	0.0%	1.0%	6.3	-5.0	-3.0	19.6
O=S(=O)(Nc1nc2ccccc2nc1Cl)c1ccc(F)cc1	-2.6%	1.2	-10.0%	0.1%	?	8.6	-1.4	-0.2	4.9
COCCN(CCOC)S(=O)(=O)c1ccc(C(=O)Nc2ccc(S(=O)(=O)Nc3nccc(C)n3)cc2)cc1	-4.1%	0.4	-0.6%	0.0%	9.6%	-1.1	-2.6	1.1	-11.5
CCN1/C(=C2\C(=O)N(c3ccccc3)N=C2C)C=Cc2cc(C)ccc21	-6.0%	0.0	-9.7%	0.1%	0.6%	8.5	-10.9	2.7	-21.2
CCN(C(C)=O)c1nc(CSc2nnc(NC(C)C)s2)cs1	-3.5%	2.5	0.1%	-23.2%	2.6%	6.8	0.3	-1.8	-6.0
Cc1ccc(NS(=O)(=O)c2c(C(=O)N3CCC(C)CC3)c(C)n(C)c2C)cc1Cl	-2.6%	6.1	6.3%	-4.8%	-0.6%	1.8	0.4	4.1	-31.5
COc1cccc(CNS(=O)(=O)c2cc3[nH]c(=O)c(=O)[nH]c3cc2C)c1	-1.0%	1.9	0.1%	1.0%	2.1%	-4.1	6.9	1.3	-1.5
Cc1ccc(NC(=O)CSc2nc(C3CCCC3)nc3c2c(=O)n(C)c(=O)n3C)c(C)c1	nt	-1.1	nt	nt	-1.4%	-9.9	-1.6	-9.0	-3.0
COC(=O)c1ccc(NC(=O)CSCc2ccccc2C)cc1	-0.6%	2.2	1.7%	-9.3%	-1.6%	-9.7	-6.0	-13.0	-12.9
O=C(O)c1cc([N+](=O)[O-])ccc1NCc1ccccn1	-2.2%	0.7	0.1%	-5.6%	1.1%	10.7	-1.8	-2.2	nt
CCOCCCn1c(=N)c(C(=O)NC(C)c2ccccc2)cc2c(=O)n3cc(C)ccc3nc21 (stereo not given)	-1.2%	0.7	-1.3%	0.1%	6.0%	-2.9	2.9	0.8	nt
COc1ccccc1C(=O)CSc1n[nH]c(N)n1	0.6%	0.8	1.1%	1.9%	-2.9%	4.0	0.9	-9.6	4.8
Cc1c(CN2CCCC(CO)(Cc3cccc(Cl)c3)C2)cnn1C (stereo not given)	-1.7%	8.5	-9.2%	?	-1.8%	6.5	-6.0	9.0	-0.5
CCC1S/C(=N/S(=O)(=O)c2ccc(N)cc2)NC1=O (stereo not given)	-2.6%	nt	2.0%	4.6%	nt	nt	nt	nt	-5.9
O=C(/C=C/Nc1ccccc1)c1ccc(Oc2ncccn2)cc1	0.9%	5.1	-9.3%	2.2%	-0.8%	10.5	-1.6	27.1	-1.8
Oc1ccc(C2Nc3cccc4cccc(c34)N2)cc1	-3.5%	1.1	2.8%	-2.9%	-2.2%	2.5	2.3	-7.9	?
O=C(O)c1ccccc1C(=O)Nc1ccccn1	-1.9%	0.6	-3.1%	-4.2%	0.2%	4.4	-1.4	-19.8	2.7
COC(=O)c1ccc(C23CC4(C2)[C@H](CN(Cc2ccc(-c5ccccc5)cc2)[C@@H]4c2ccccc2)C3c2ccc(C(F)(F)F)cc2)cc1 (stereo not given in full)	0.6%	0.8	-6.9%	-4.1%	3.7%	-2.4	1.4	12.8	nt
COc1ccc(OCc2cccc(C(=O)Nc3cc(C)on3)c2)cc1	-12.7%	1.8	-0.1%	5.3%	2.7%	3.7	-9.3	7.5	-15.7
CCOc1ccc(N2CC(c3nc4ccccc4n3Cc3cccc(Cl)c3)CC2=O)cc1 (stereo not given)	-2.2%	2.7	-6.2%	0.1%	3.1%	-0.6	1.3	-33.6*	-14.5
Cc1cc(C)cc(-n2nnc(C(=O)NCc3ccccc3)c2N)c1	-3.2%	8.7	-1.2%	-6.8%	1.8%	12.5	-8.7	-3.8	4.1
NC(=S)N/N=C/c1coc2cc(Br)ccc2c1=O	-9.9%	1.6	-5.1%	-20.7%	1.5%	-1.9	1.6	8.3	-3.8
O=C(NCc1ccco1)C(c1ccc(F)cc1)N(CC1CCCO1)C(=O)Cn1nnc2ccccc21 (stereo not given)	-6.9%	4.7	0.2%	0.0%	1.4%	21.0	2.9	1.4	-4.4
CCOc1ccc(-c2nnc(-c3ccccc3)o2)cc1	-8.6%	-0.7	0.2%	-4.7%	-3.2%	11.4	6.5	-4.7	-36.2
NC(=O)c1nc(-c2cccs2)nc2c1[nH]c(=O)n2-c1ccc(F)cc1	-2.7%	-0.3	4.6%	-2.4%	19.0%	12.0	0.1	13.7	nt
CC(=O)c1ccc(N2CCN(CC(O)COC(c3ccccc3)c3ccccc3C)CC2)cc1 (stereo not given)	-4.9%	-2.0	3.7%	-10.2%	-5.5%	0.9	-4.8	-3.1	-27.8
C[C@@H]1CN([C@H](C)CO)S(=O)(=O)c2ccc(Br)cc2O[C@H]1CN(C)C(=O)Cc1ccccn1	-1.3%	nt	1.6%	3.2%	nt	nt	nt	nt	5.6
Brc1ccccc1OCCCCCN1CCOCC1	-2.9%	7.9	-3.5%	3.1%	2.7%	-14.8	-14.9	17.8	-7.6
COc1cc(C2C(C#N)=C(N)Oc3n[nH]c(-c4ccncc4)c32)cc(OC)c1OC (stereo not given)	-1.5%	-0.4	-0.3%	1.0%	-0.1%	7.6	1.5	12.5	-9.5
COc1cc(OC)c(/C=N/NC(=O)c2ccncc2)c(OC)c1	-2.4%	1.1	0.5%	1.1%	-0.2%	2.3	-7.4	0.3	0.1
Cc1cc(Cl)nc2ccc(Cc3ccc4nc(Cl)cc(C)c4c3)cc12	-1.2%	3.6	0.7%	-4.8%	-1.8%	23.2	11.9	2.5	-1.3
O=C(c1cccc(OCc2ccccc2)c1)N1CCOCC1	2.3%	2.9	2.2%	4.4%	0.8%	5.2	-4.7	-1.3	-3.3
O=C(c1cccc(-n2cnnn2)c1)N1CCOCC1	-1.6%	1.8	0.0%	-11.3%	2.4%	11.5	-1.9	4.8	-21.9
CN1CCC(OC(=O)c2ccco2)CC1	-0.1%	1.7	-1.3%	-5.8%	1.3%	-22.4	-1.5	0.1	-11.0
CC1(C)CC(=O)C2=C(C1)Nc1nc(SCCN3CCOCC3)[nH]c(=O)c1C2c1cccs1 (stereo not given)	-2.1%	0.5	-1.0%	3.8%	0.0%	-10.2	0.1	nt	-2.3
O=[N+]([O-])c1cccc(S(=O)(=O)Nc2ccc3cn[nH]c3c2)c1	-1.5%	nt	-0.7%	4.0%	nt	nt	nt	nt	5.4
CN(CCO)c1c2c(nc3cc(-c4cccc(F)c4)nn13)CCCC2	-1.4%	1.8	-2.9%	-1.0%	-1.0%	6.3	-2.6	2.5	-4.6
CCNC(=O)COc1ccc(/C=N/NC(=O)c2cccnc2)cc1OC	-1.4%	-1.7	5.6%	8.9%	0.6%	-0.7	-1.9	nt	-6.6
Nc1nc(SCc2ccc3c(c2)OCO3)n[nH]1	0.4%	-0.2	0.4%	nt	-0.7%	5.5	-1.6	-7.3	-10.2

This is a subset; the hit share may differ from the screen's.
